Bioassay records (PubChem BioAssay)
GPR7 antagonist = antagonists of human GPR7 (neuropeptides B/W receptor 1); P48145; GPR7-expressing cells, fluorescence antagonist assay; inhibition, % at 4.4 µM; 290,000 compounds, 1.1% hits; in the data active means inhibition above about 16%, passing the limit was not always enough;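 further: cells stimulated with the agonist NPW; 0% = agonist with vehicle and 100% = vehicle without agonist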
Target sequence (P48145 whole entry, looked up): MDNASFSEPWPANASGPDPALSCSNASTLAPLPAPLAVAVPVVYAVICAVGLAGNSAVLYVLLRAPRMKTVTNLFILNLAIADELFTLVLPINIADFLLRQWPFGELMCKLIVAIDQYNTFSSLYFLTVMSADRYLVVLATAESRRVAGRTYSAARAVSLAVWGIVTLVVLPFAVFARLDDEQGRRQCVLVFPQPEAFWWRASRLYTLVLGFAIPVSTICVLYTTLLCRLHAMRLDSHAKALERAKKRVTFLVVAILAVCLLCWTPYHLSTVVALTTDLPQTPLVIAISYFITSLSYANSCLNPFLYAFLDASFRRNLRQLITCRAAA
p-CIP stab down = p/CIP protein destabilization; 290,000 compounds, 0.01% hits; F442A p/CIP-EGFP cells, EGFP fluorescence, 16 h; decrease of EGFP signal, % at 10 µM;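 active means EGFP signal decrease of at least 30% at 10 µM or well 3 SD below plate mean, unless failing retest; inactive means the rest, including hits failing retest or dose response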; further: some compounds called inactive have numbers as strong as hits; many of its hits are not listed in these tables
NALP1 yeast inh = NALP1 inhibition | S. cerevisiae NALP1/ASC/caspase-1 growth, X-gal OD620, 72 h | inhibition, % at 10 µM | 280,000 compounds, 0.61% hits; in the data active means inhibition mostly above about 24%, no sharp cut-off; inactive means mostly below about 32%; further: some compounds called inactive have numbers as strong as hits
PHOSPHO1 inh = inhibitors of human PHOSPHO1 phosphatase. 290,000 compounds, 1.1% hits. recombinant PHOSPHO1, absorbance phosphatase assay. inhibition, % at 13.3 µM; in the data active means inhibition above about 60%
Target sequence (Q8TCT1 whole entry, looked up): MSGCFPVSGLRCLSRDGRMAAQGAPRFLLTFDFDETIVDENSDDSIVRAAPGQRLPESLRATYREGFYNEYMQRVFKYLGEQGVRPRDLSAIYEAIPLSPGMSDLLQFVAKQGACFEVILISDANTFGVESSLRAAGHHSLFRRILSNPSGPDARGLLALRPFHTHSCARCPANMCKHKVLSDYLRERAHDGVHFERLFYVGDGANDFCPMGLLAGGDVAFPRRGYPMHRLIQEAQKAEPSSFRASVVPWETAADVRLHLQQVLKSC
VIM-2 inh = blocks Pseudomonas aeruginosa VIM-2 metallo-beta-lactamase; inhibition, % at 5.6 µM; 290,000 compounds, 0.89% hits; purified VIM-2, nitrocefin hydrolysis, epi-absorbance fluorescence; AID 1527;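 active means inhibition above the mean of all tested compounds plus 3 SD, cutoff set per screening run, cut at about 7.5% in these data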;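 further: red hydrolysis product quenches plate fluorescence so inhibitors raise well fluorescence; 0% = enzyme with DMSO and 100% = DMSO without enzyme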
PfM18AAP inh = PfM18AAP enzyme inhibition. AID 1822. inhibition, % at 7.35 µM. 290,000 compounds, 1.2% hits. recombinant PfM18AAP, H-Glu-NHMec fluorogenic cleavage;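 active means inhibition above the campaign mean inhibition over all tested compounds plus 3 SD, cut at about 28% in these data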;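 further: 0% = plate median of test compound wells and 100% = 2 mM ZnCl2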
IDE cell inh = cellular human IDE inhibition. P14735. HEK cells, FAbetaB cleavage, fluorescence polarization. inhibition, % at 5.59 µM. 320,000 compounds, 0.41% hits. AID 434962;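 active means percent inhibition above the average of all tested compounds plus 3 SD, set per screening campaign, cut at about 16% in these data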;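 further: IDE supplied by intact live HEK cells; FP after avidin binding of uncleaved biotin substrate so inhibition keeps polarization high; 0% = DMSO wells and 100% = 60 µM reference IDE inhibitor Ii1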
IMP-1 inh = inhibitors of Pseudomonas aeruginosa IMP-1 metallo-beta-lactamase; 290,000 compounds, 0.45% hits; purified IMP-1, nitrocefin hydrolysis, epi-absorbance fluorescence; inhibition, % at 5.6 µM;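 active means inhibition above the mean plus 3 SD of all compounds in the same screening run, cut at about 4.5% in these data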;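 further: 0% = IMP-1 with DMSO and 100% = DMSO wells lacking enzyme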
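Assay system: purified IMP-1; Quantity: IMP-1 0.2 nM before substrate addition; Medium: HEPES buffer pH 7.1 with ZnSO4 and Brij 35; Incubation: 15 min enzyme–compound preincubation, then 25 min nitrocefin reaction, 25 °C; Signal: fluorescence quenching readout, ex 480/em 530 nm; Controls: DMSO with and without IMP-1; Repeats: singlicate testing.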
IDE cell activ = activators of human insulin-degrading enzyme in cells. activation, % at 5.96 µM. 340,000 compounds, 0.073% hits. AID 493087. P14735. HEK cells, FAbeta-B cleavage, fluorescence polarization; 0% vehicle, 100% cell-free pure enzyme wells;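 active means activation above the mean of all tested compounds plus 3 SD, set per screening campaign, cut at about 17% in these data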
* marks the source's active call; other numbers are inactive results; . = not tested or not shown. The order is random; any-hit rate near 5.3%.

1) CCN1C(=O)c2cccc3c(S(=O)(=O)Nc4ccc(OC)cc4OC)ccc1c23
2) COc1cc(-c2noc(C)c2C#Cc2ccsc2)cc(OC)c1OC
3) COc1ccc(CNC(=O)CCC(=O)Nc2nnc(C(F)(F)F)s2)cc1
4) COc1ccc(CCNCC(=O)Nc2ccc(C)c(S(=O)(=O)N(C)C)c2)cc1
5) CCCCNC(=S)N/N=C/c1ccc(C)s1
6) COc1ccccc1-c1nc(SCC(=O)N(C)c2ccccc2)c2c(=O)n(C)c(=O)n(C)c2n1
7) COCCCn1c(SCC(=O)NCc2ccco2)nc2sc3c(c2c1=O)CCC3
8) CCOc1nc(C)ccc1-c1noc(-c2ccccn2)n1
9) Fc1ccc(NC(=S)Nc2ccccc2N2CCOCC2)cc1Cl
10) CCOC(=O)c1sc2ncn(C(CC)C(=O)OCC)c(=O)c2c1C (stereo not drawn)
Compound	1	2	3	4	5	6	7	8	9	10
GPR7 antagonist	-6	26	-15	-7	-16	-17	-7	-10	0	10
p-CIP stab down	2	0	6	4	-7	-4	0	-7	5	-15
NALP1 yeast inh	3	7	16	21	-4	-2	9	17	-7	4
PHOSPHO1 inh	13	-30	43	58	27	42	35	18	32	16
VIM-2 inh	-3.5	3.7	-1.2	-1.8	-3.4	-2.3	1.4	-3.0	0.5	-0.8
PfM18AAP inh	5	2	4	-4	9	3	-6	-3	-5	-3
IDE cell inh	-1	0	-6	-2	-5	2	7	0	0	-2
IMP-1 inh	-2.8	-3.7	-2.4	0.3	-3.8	-2.9	0.0	-1.3	-2.6	-1.9
IDE cell activ	4	6	4	3	2	2	1	4	3	7

11) O=C(C1CCN(S(=O)(=O)N2CCC3(CC2)OCCO3)CC1)N1CCCCC1
12) O=c1c2ccccc2nc(SCc2nc(-c3ccccc3)no2)n1-c1ccc(F)cc1
13) CCn1cc(C2Nc3ccccc3C(=O)N2O)c(C)n1 (stereo not drawn)
14) CCc1ccc(S(=O)(=O)NCCc2cn3ccsc3n2)s1
15) O=C(Cn1nc(C(F)(F)F)c2c1CCC2)NCc1ccc(F)cc1
16) CC1=NN(c2ccc(Cl)c(C(=O)O)c2)C(=O)/C1=C/c1ccc(-c2ccccc2[N+](=O)[O-])o1
17) O=C(NCc1nnc(SCC(=O)N2CCN(c3ccccc3)CC2)o1)c1ccc(F)cc1
18) COc1cccc(/C=C2\SC(=S)N(CC3CCCO3)C2=O)c1 (stereo not drawn)
19) Cc1ccc(Nc2nc(N)nc(CN3CCC(C)CC3)n2)c(C)c1
20) Cc1ccnc(SCc2cc(=O)c(OC(=O)c3ccc(Br)o3)co2)n1
Compound	11	12	13	14	15	16	17	18	19	20
GPR7 antagonist	-3	-1	-11	-5	6	37	-3	-3	-1	-13
p-CIP stab down	4	-26	-8	-20	1	-10	-25	0	.	0
NALP1 yeast inh	37	38	38	3	11	3	29	27	.	42
PHOSPHO1 inh	7	6	22	17	-9	23	8	7	.	-2
VIM-2 inh	-0.2	-0.7	0.6	0.2	3.0	-1.6	-3.9	-0.9	-3.9	0.3
PfM18AAP inh	-3	-1	-12	-6	12	4	0	4	-2	-3
IDE cell inh	0	-3	-3	5	0	1	2	-1	2	4
IMP-1 inh	-4.2	-2.6	-3.3	-2.5	0.2	-0.9	-2.7	1.4	-1.8	-4.4
IDE cell activ	-4	2	-4	3	8	1	-5	3	1	9

Along the list, from the results shown:
Entries 11–16 in p-CIP stab down, in turn: 4, -26, -8, -20, 1, -10
Entries 11–16 in NALP1 yeast inh, in turn: 37, 38, 38, 3, 11, 3
Entries 11–16 in PfM18AAP inh, in turn: -3, -1, -12, -6, 12, 4

Continued:
21) CC(=O)c1ccc(NC(=O)CCCN2C(=O)COc3ccc(C)cc32)cc1
22) COc1cccc(N2CCN(CC(=O)Nc3nc4c(s3)CC(C)CC4)CC2)c1 (stereo not drawn)
23) CC(=O)Nc1nc(-c2ccccc2)c(-c2ccccc2)o1
24) CC1=NN(c2nc3ccccc3[nH]2)C(=O)C1Cc1ccccc1 (stereo not drawn)
25) CN(C)CCNC(=O)COc1ccc(Cl)cc1Cl
26) COc1ccc(NC2=C3CCCC=C3N(c3ccc(OC)cc3)C2=O)cc1
27) COC(=O)CN(c1ccccc1)S(=O)(=O)c1cc(Br)ccc1OC
28) CSC(=CC(=O)c1ccc(F)cc1)SC
29) Cc1ccc(C(=O)N2N=C(c3ccccc3)CC2(O)C(F)(F)F)o1 (stereo not drawn)
30) CCOC(=O)c1ccc2c(c1)n(CC)c(C)[n+]2CC
Compound	21	22	23	24	25	26	27	28	29	30
GPR7 antagonist	-7	-2	-6	-14	2	-5	-10	-16	-1	0
p-CIP stab down	1	7	8	-10	2	-7	-20	4	-9	-11
NALP1 yeast inh	2	7	18	-17	47	-19	15	5	-8	-2
PHOSPHO1 inh	70*	-54	8	29	19	3	-3	46	20	19
VIM-2 inh	-1.5	-3.1	-0.8	-2.3	-2.9	-0.8	-3.2	-0.7	0.6	-1.9
PfM18AAP inh	1	-3	11	6	2	13	-6	2	4	-14
IDE cell inh	-1	2	6	-3	1	-4	-5	11	-2	1
IMP-1 inh	-1.8	-3.6	-2.9	-4.0	-2.2	-4.7	-2.6	-0.7	-2.7	-2.2
IDE cell activ	1	-3	5	.	2	-4	-2	-1	7	-8

31) COc1cc(C2NC(=S)NC3=C2C(=O)CCC3)ccc1O (stereo not drawn)
32) COc1ccc(S(=O)(=O)Nc2ccccc2C(=O)N2CCCC2)cc1OC
33) CCOC(=O)N1CCN(c2nc3ccccc3nc2C(C#N)S(=O)(=O)c2ccc(C)cc2)CC1 (stereo not drawn)
34) COc1ccc(/C=N/NC(=O)c2csc(-n3nc(C)cc3C(F)(F)F)n2)cc1
35) NC(=O)c1cccc2c1-c1ccccc1/C2=N/NC(N)=S
36) COc1ccccc1NC(=O)N(Cc1cccs1)Cc1cc2cc3c(cc2[nH]c1=O)OCO3
37) Cc1ccc(NC(=O)c2csnn2)c(C)c1
38) CCCCNC(=O)NNC(=O)c1ccco1
39) N/C(Cc1nc(-c2ccc(Cl)cc2)cs1)=N/O
40) CCOC(=O)N/N=C(\C)c1ccc(-n2cnnn2)cc1
Compound	31	32	33	34	35	36	37	38	39	40
GPR7 antagonist	-5	18	-2	13	-12	-11	-2	0	-12	-28
p-CIP stab down	7	-2	-4	5	4	-1	-2	-11	-10	8
NALP1 yeast inh	12	.	29	52	-16	36	-3	16	10	-2
PHOSPHO1 inh	26	32	-21	11	15	-8	-8	-12	34	42
VIM-2 inh	1.0	2.6	1.3	0.9	0.8	-2.6	1.2	-0.7	-2.2	-1.3
PfM18AAP inh	-3	1	2	3	16	7	-2	2	-4	0
IDE cell inh	-1	-1	0	4	2	7	3	0	3	-4
IMP-1 inh	-1.2	0.6	0.5	-1.5	-2.3	-1.1	-1.4	-3.2	-2.1	-1.9
IDE cell activ	2	4	4	2	-6	1	2	0	4	4

Of the compounds above, these have bromine:
20) Cc1ccnc(SCc2cc(=O)c(OC(=O)c3ccc(Br)o3)co2)n1
27) COC(=O)CN(c1ccccc1)S(=O)(=O)c1cc(Br)ccc1OC
Compound	20	27
GPR7 antagonist	-13	-10
p-CIP stab down	0	-20
NALP1 yeast inh	42	15
PHOSPHO1 inh	-2	-3
VIM-2 inh	0.3	-3.2
PfM18AAP inh	-3	-6
IDE cell inh	4	-5
IMP-1 inh	-4.4	-2.6
IDE cell activ	9	-2

Other records:
41) COc1ccc(C)c2sc(N(CCN(C)C)C(=O)c3ccc4ccccc4c3)nc12
42) COC(=O)CNC(=O)C(C)NC(=O)OCc1ccccc1 (stereo not drawn)
43) Cc1cs/c(=N\N=C2CCCCC2)n1Cc1ccco1
44) CCN(CC)CCC(c1ccc2c(c1)OCO2)c1c(OC)cc(OC)c2ccc(=O)oc12 (stereo not drawn)
45) CSc1nnc(NC(=O)c2ccc3c(c2)OCO3)s1
46) COc1cc2[nH]c(=S)n(C3CC3)c(=O)c2cc1OC
47) CC1=NN(c2nc(C)cc(C)n2)C(=O)C1CCC(C)C (stereo not drawn)
48) CCOc1ccc(C2C(C(C)=O)=C(O)C(=O)N2CCc2c[nH]c3ccccc23)cc1 (stereo not drawn)
49) CCOC(=O)CSc1nc(=O)n2cc(C)ccc2n1
50) COc1ccc(N2CCN(C(=O)c3ccccc3)CC2)c([N+](=O)[O-])c1
Compound	41	42	43	44	45	46	47	48	49	50
GPR7 antagonist	-3	-7	-1	.	0	-7	11	-2	-8	-2
p-CIP stab down	-8	-3	11	-5	-17	5	5	2	0	5
NALP1 yeast inh	20	4	-3	2	7	-30	3	17	-31	-4
PHOSPHO1 inh	14	-15	-14	27	18	0	2	33	37	2
VIM-2 inh	-0.3	-1.2	-2.8	.	-3.1	0.6	-1.3	1.7	-0.1	-0.3
PfM18AAP inh	-11	-2	9	.	1	0	10	-4	2	-6
IDE cell inh	4	4	0	-3	4	-2	1	-5	-2	11
IMP-1 inh	-3.0	0.8	-1.9	.	-3.6	-3.1	-3.7	-2.6	-2.8	-0.9
IDE cell activ	-1	3	-1	2	6	1	2	-3	2	1

51) O=C(NCc1ccc2c(c1)OCO2)c1cccnc1
52) CN(CCOc1ccccc1)CC(=O)Nc1cccc(Br)c1
53) Clc1cccc(OCCCN2CCCC2)c1Cl
54) CSc1cccc(NS(=O)(=O)c2cn(C)cn2)c1
55) CC(=O)N1c2ccc(S(=O)(=O)N3CCC(C(=O)Nc4cccc(F)c4)CC3)cc2CC1C (stereo not drawn)
Compound	51	52	53	54	55
GPR7 antagonist	-5	-7	-5	9	-1
p-CIP stab down	-3	-6	-2	0	-13
NALP1 yeast inh	8	0	41	20	-1
PHOSPHO1 inh	4	40	0	14	44
VIM-2 inh	-7.0	-3.9	-3.1	0.6	-2.9
PfM18AAP inh	1	5	-1	5	4
IDE cell inh	1	1	0	5	5
IMP-1 inh	-3.1	0.1	-2.1	1.2	-6.2
IDE cell activ	5	2	5	12	-1
